GPR151 ag: activators of human GPR151 | activation, % at 11.2 µM | Q8TDV0 | 650,000 tested, 1% active | PathHunter beta-arrestin GPR151 cells, luminescence | AID 1508602; in the data active means activation above about 4.9%;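 further: 0% = median of compound wells and 100% = cells with positive control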
Target sequence (Q8TDV0 whole entry, looked up): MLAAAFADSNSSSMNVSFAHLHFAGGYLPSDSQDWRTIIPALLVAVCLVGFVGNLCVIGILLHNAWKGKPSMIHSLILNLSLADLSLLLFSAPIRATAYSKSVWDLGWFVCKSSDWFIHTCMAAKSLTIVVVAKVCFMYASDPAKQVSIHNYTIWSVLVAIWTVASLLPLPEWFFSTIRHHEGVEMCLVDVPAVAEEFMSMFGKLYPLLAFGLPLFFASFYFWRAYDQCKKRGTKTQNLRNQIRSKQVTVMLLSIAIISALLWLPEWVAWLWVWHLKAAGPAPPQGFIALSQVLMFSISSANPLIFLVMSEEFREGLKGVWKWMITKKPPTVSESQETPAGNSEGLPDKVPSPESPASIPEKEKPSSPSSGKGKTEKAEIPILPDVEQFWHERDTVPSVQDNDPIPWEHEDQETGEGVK
TEAD-YAP block: TEAD-YAP interaction inhibition; HEK-TIYL cells, TEAD-Gal4/YAP UAS-luciferase luminescence; inhibition, % at 9.12 µM; 640,000 tested, 1.4% active; AID 1259422; in the data active means inhibition above about 32%;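 further: 0% = median of test compound wells and 100% = reference inhibitor wells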
MITF primary: human MITF inhibition, primary screen; O75030; AlphaScreen MITF homodimerization, bead proximity signal; inhibition, % at 2.6 µM; 650,000 tested, 0.91% active; AID 1259374; in the data active means inhibition above about 50%;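 further: 0% = vehicle wells with protein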
FBW7 activator: activators of human E3 ligase FBW7; normalized activity (activation), % at 26.1 µM; AlphaScreen FBW7–phospho-cyclin E peptide binding, activator screen; 650,000 tested, 0.13% active; AID 1259310; Q969H0; in the data active means normalized activity above about 1.9%;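 further: purified mutant Fbw7 with reduced substrate affinity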
Target sequence (Q969H0 whole entry, looked up): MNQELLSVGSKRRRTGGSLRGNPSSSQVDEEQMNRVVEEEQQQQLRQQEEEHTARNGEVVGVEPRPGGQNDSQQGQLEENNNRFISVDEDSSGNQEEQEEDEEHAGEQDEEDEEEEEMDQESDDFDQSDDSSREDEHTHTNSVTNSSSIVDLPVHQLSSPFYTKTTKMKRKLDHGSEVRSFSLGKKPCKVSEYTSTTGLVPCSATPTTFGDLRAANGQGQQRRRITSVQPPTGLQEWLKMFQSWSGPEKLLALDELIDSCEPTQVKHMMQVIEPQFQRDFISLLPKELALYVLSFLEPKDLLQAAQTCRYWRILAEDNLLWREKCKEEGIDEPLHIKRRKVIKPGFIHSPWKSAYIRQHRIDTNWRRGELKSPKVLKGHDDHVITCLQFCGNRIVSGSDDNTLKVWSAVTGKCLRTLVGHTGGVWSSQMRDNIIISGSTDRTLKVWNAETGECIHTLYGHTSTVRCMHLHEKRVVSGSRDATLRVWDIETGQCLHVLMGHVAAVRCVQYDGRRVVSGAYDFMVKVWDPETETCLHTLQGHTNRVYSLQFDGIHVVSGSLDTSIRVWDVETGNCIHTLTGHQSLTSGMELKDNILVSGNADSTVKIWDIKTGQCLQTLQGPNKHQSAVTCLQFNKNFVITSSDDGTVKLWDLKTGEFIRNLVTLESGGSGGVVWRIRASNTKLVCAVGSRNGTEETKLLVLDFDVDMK
* = called active by the depositor; . = no result given.

SMILES | GPR151 ag | TEAD-YAP block | MITF primary | FBW7 activator
CC(C)NC(=O)c1ccc(CS(=O)(=O)c2ccc(Br)cc2)o1 | 1.0 | -7 | -2 | 0.1
CS(=O)(=O)N(CC(=O)NC1CC2CCC1C2)c1cccc(Cl)c1 (centres undefined) | -1.5 | -9 | -7 | -0.3
CCCOc1ccc(C2C(=O)N(C3CCCCCC3)CC(=O)N2CCc2ccccc2)cc1OC (centres undefined) | 0.1 | 2 | -5 | -0.5
COc1ccc(CCNC2CC(=O)N(c3ccc(Cl)cc3)C2=O)cc1OC (centres undefined) | -1.0 | 5 | -10 | 0.1
O=C(NCCN1CCOCC1)c1cc2n(n1)C(C(F)(F)F)CC(c1ccc(Cl)cc1)N2 (centres undefined) | -0.2 | 0 | 1 | 0.5
Cc1ccc(/C=N/n2c(C)cc(C)c(C#N)c2=O)cc1 | -1.3 | -1 | 7 | 0.3
COc1ccccc1C1CN(CCNC(=O)[C@@H]2CSC(=O)N2)Cc2ccccc2O1 (some centres undefined) | 0.9 | 3 | 5 | 0.2
Cc1nc2ccccc2n1C1CCN(CC(=O)Nc2ccccc2Br)CC1 | 0.2 | 6 | 3 | -0.1
COc1cc(C(=O)Nc2c3c(nn2-c2cccc(C)c2C)CS(=O)C3)cc(OC)c1OC (centres undefined) | 0.6 | 4 | 11 | 0.0
O=C(CNC(=O)c1ccc(Cl)cc1)N/N=C/c1cccc(O)c1 | 1.8 | -1 | 4 | 0.1
O=C1CCCC2=C1C(c1ccncc1)n1c(nc3ccccc31)N2 (centres undefined) | -1.7 | 7 | 18 | 0.1
COc1ccccc1CC(=O)N1CCC[C@@H]1Cn1nc(-c2cccs2)ccc1=O | 2.5 | 3 | 12 | 0.0
CCn1nnnc1SCC(=O)Nc1nc(-c2ccc(Cl)cc2)cs1 | -1.3 | -3 | 5 | 0.1
O=C(O)C1CCN(S(=O)(=O)c2cccc3cccnc23)CC1 | -0.3 | 4 | -14 | 0.1
COc1ccccc1-n1c(-c2nn(C)c(C)c2Cl)n[nH]c1=S | 2.2 | 13 | 3 | 0.1
O=C(Nc1ccc2c(c1)CCCN2C(=O)c1ccco1)c1ccc2ccccc2c1 | -1.3 | -40 | -5 | 0.7
Cc1nc2ncccc2c(=O)n1-c1ccc(NC(=O)c2ccccc2)cc1 | -0.5 | -2 | 6 | 0.0
O=C(NNc1ccccc1)C(=O)NNS(=O)(=O)c1ccccc1[N+](=O)[O-] | 1.6 | 8 | 2 | 0.0
COCCN1C(=O)C(C)Sc2ccc(C)cc21 (centres undefined) | 0.6 | 17 | -17 | 0.1
Cc1cccc2[nH]c(CN(C)C(=O)CC3C(=O)NCCN3Cc3cccc(F)c3)nc12 (centres undefined) | 0.4 | -3 | 1 | 0.0
COc1ccc(CC(=O)Nc2cccc(C#N)c2)cc1 | -2.3 | -5 | 10 | 0.6
Cc1nc(N2CCC3(CC2)OCCO3)c2nnn(Cc3ccccc3F)c2n1 | 0.5 | -16 | -9 | 0.0
CN1CCN(c2ccc(-c3nc(NCc4cccc(C(F)(F)F)c4)c4ncn(Cc5ccc(C(F)(F)F)cc5)c4n3)cc2)CC1 | -1.1 | -5 | 16 | 0.5
CC(c1ccc(F)cc1)n1cc(C(=O)NCCN2CCCC2)nn1 (centres undefined) | -0.6 | 8 | -10 | 0.0
COCCn1nnnc1C(c1ccccc1)N1CCN(c2ccc(F)cc2)CC1 (centres undefined) | 1.2 | 1 | 9 | -0.1
C=C(C)Cn1c(N2CCCC(C)C2)nc2c1c(=O)[nH]c(=O)n2C (centres undefined) | 1.7 | -13 | -7 | 0.1
COc1cc(Nc2cc(C)nc(-c3csc4ccccc34)n2)cc(OC)c1OC | 4.7 | 1 | -4 | -0.1
CC(=O)C(Sc1nnc(NCc2ccccc2)s1)C(C)=O | -1.0 | -20 | 4 | 0.1
CCCCNC(=O)c1c[nH]c2ccc(S(=O)(=O)Nc3cccc(SC)c3)cc2c1=O | -0.2 | 3 | 11 | 0.2
CCOC(=O)CSc1n[nH]c(NC(=O)c2ccccc2)n1 | 1.0 | 5 | 3 | 0.1
CCN(CC)Cc1n[nH]c(CN(CC)CC)n1 | 0.7 | 3 | 1 | 0.0
CC1=C(C(=O)OCC2CCCO2)C(c2cccc(OCc3ccccc3)c2)NC(=O)N1 (centres undefined) | 0.0 | -19 | -2 | -0.1
CCOC(=O)C1=C(C)N=c2s/c(=C\c3ccc(-c4cc(Cl)ccc4C)o3)c(=O)n2C1c1cc(OC)ccc1OC (centres undefined) | -0.5 | -9 | 5 | -0.2
CS(=O)(=O)c1ccc(C(=O)NCC2(N3CCCCC3)CCCCC2)cc1 | 1.1 | 7 | 6 | 0.7
Cc1ccc(NC(=O)c2sc3nc(C)nc(N4CCN(c5ccccn5)CC4)c3c2C)c(C)c1 | 0.9 | -6 | 6 | 0.3
CCN(CC)CC(=O)NC1(C)CCCCC1c1ccc(O)cc1 (centres undefined) | -0.8 | 2 | 0 | -0.1
Cc1ccc(S(=O)(=O)N[C@H](C(=O)Oc2ccc([N+](=O)[O-])cc2)C(C)C)cc1 | 1.1 | 3 | 0 | -0.1
CCCSC1=C(C#N)C(c2ccc(CC)cc2)CC(=O)N1 (centres undefined) | 1.5 | 3 | 9 | 0.1
COc1ccccc1N1CCN(C(=O)Nc2ccccc2C)CC1 | 1.2 | 1 | -19 | 0.1
CCOC(=O)N1CCN(CC(O)COc2c(C)cccc2C)CC1 (centres undefined) | 0.1 | -2 | 3 | -0.1
Cc1cc(F)ccc1NC(=O)c1ccco1 | 0.2 | 4 | -16 | 0.1
CCCCc1ccc(NC(=O)CN(c2cccc(F)c2)S(C)(=O)=O)cc1 | -0.4 | 9 | -4 | 0.0
COC(=O)CN1C(=O)C2(C(C#N)=C(N)OC3=C2C(=O)CC(C)(C)C3)c2ccccc21 (centres undefined) | -0.6 | -5 | -2 | 0.0
COc1ccc(-c2nc(C(N)=O)c3[nH]c(=O)n(-c4ccc(F)cc4)c3n2)cc1 | 0.5 | 36* | -4 | -0.1
CC(C)C[C@H](NC(=O)[C@H](CO)NC(=O)[C@@H]1CCC(=O)N1)C(=O)N[C@@H](C)C(=O)N[C@@H](Cc1c[nH]c2ccccc12)C(N)=O | -0.6 | . | -1 | 0.0
O=C1c2ccccc2-c2nc3ccc(C(F)(F)F)cc3nc21 | -3.0 | -6 | -5 | -0.2
O=C(c1ccco1)N1CCN(C23CC4CC(CC(C4)C2)C3)CC1 | -1.0 | 2 | 12 | 0.0
Cc1c(NC(=S)N(C)CCC#N)c(=O)n(-c2ccccc2)n1C | 1.5 | -7 | -10 | 0.2
CCc1ccc(OCC(=O)Nc2ccc3nn(-c4ccc(Cl)cc4)nc3c2)cc1 | -0.3 | -3 | -4 | -0.1
Cc1cccc(NC(=O)CSc2cn(CC(=O)N3CCOCC3)c3ccccc23)c1 | -0.9 | -10 | -5 | -0.1
CC1Oc2ccccc2N(CC(=O)NCc2ccccc2)C1=O (centres undefined) | -1.2 | -20 | 2 | -0.1
Cc1ccc(CNC(=O)[C@H](CCS(C)(=O)=O)N2Cc3ccccc3C2=O)cc1 | 0.5 | 0 | 5 | 0.0
NS(=O)(=O)c1ccc(NC(=O)CSc2ccc([N+](=O)[O-])cn2)cc1 | 7.9* | 14 | 2 | -0.1
O=C1c2oc3ccccc3c(=O)c2C(c2cccc(F)c2)N1c1nccs1 (centres undefined) | 1.1 | 3 | -7 | -0.1
O=C(NCc1cccnc1)c1csc2ccccc12 | -0.7 | -1 | 18 | 0.6
COCCn1c(=O)n(CC(=O)NCCc2ccccc2)c2cccnc21 | -0.3 | -16 | -4 | 0.2
CCC(Sc1nc2ccc(N)cc2s1)C(=O)Nc1ccc(C(C)=O)cc1 (centres undefined) | -0.3 | -13 | -2 | -0.1
CC(C)C(NC(=O)/C(=C\c1ccc([N+](=O)[O-])cc1)NC(=O)c1ccco1)C(=O)O (centres undefined) | 1.9 | 6 | 14 | 0.6
O=C(CSC1=Nc2ccccc2C2=NC(Cc3ccccc3)C(=O)N12)NCc1ccccc1 (centres undefined) | 2.9 | -6 | -4 | -0.4
Cc1cc(Cl)ccc1NC(=O)CN(c1ccc(Cl)cc1)S(C)(=O)=O | 1.9 | -15 | 15 | -0.1

Given with two lines to a compound: entries from further up
Below each compound: GPR151 ag	TEAD-YAP block	MITF primary	FBW7 activator
Cc1ccc(CNC(=O)[C@H](CCS(C)(=O)=O)N2Cc3ccccc3C2=O)cc1
  0.5	0	5	0.0
NS(=O)(=O)c1ccc(NC(=O)CSc2ccc([N+](=O)[O-])cn2)cc1
  7.9*	14	2	-0.1

New compounds follow:
SMILES | GPR151 ag | TEAD-YAP block | MITF primary | FBW7 activator
CCc1ccc(NC(=O)N2CCN(c3ccc(Nc4cc(C)ccn4)nn3)CC2)cc1 | 0.3 | -29 | 15 | -1.2
CCOC(=O)c1ccc(CN(Cc2ccc(C)cc2)S(=O)(=O)c2ccc3ccccc3c2)cc1 | 2.7 | 5 | 9 | 0.0
O=C(CCCn1c(SCC(=O)Nc2nccs2)nc2ccsc2c1=O)NCc1ccc2c(c1)OCO2 | -0.9 | 0 | -2 | -0.2
CCn1cc(C(=O)N(C)c2cc(Cl)ccc2C)c2cc(OC)c(OC)cc2c1=O | 0.1 | -2 | 22 | 0.2
COc1ccccc1S(=O)(=O)Cc1ccc(C(=O)NCc2ccc(Cl)cc2)o1 | 1.5 | 2 | 5 | -0.4
COc1cccc(/C=N/n2c(N)nc3ccccc32)c1OC | 0.7 | -43 | 2 | -0.2
O=C(NNC(=O)c1sc2ccccc2c1Cl)c1ccccc1F | -1.7 | -38 | -14 | 0.1
Cc1cc(=O)n2nc(N3CCC(C(=O)NC(C)c4ccccc4)CC3)sc2n1 (centres undefined) | 0.3 | -1 | 2 | -0.1
CCOc1ccc(NC(=O)CSc2nnc(-c3ccc(NC(C)=O)cc3)n2C)cc1 | 0.1 | 7 | -7 | -0.2
Cc1cccc(C2Nc3ccccc3C(=O)N2NC(=O)c2ccc([N+](=O)[O-])cc2)n1 (centres undefined) | 0.9 | -1 | -4 | -0.1
O=C(CN(C(=O)c1ccc([N+](=O)[O-])cc1)N1C(=O)CCC1=O)c1cccs1 | -0.7 | 6 | 17 | 0.1
CCOc1ccccc1NC(=O)c1sc2ncn(CC(=O)N3CCCCC3)c(=O)c2c1C | -1.3 | 2 | 6 | -0.1
CC1(C2CCN(Cc3ccc4c(c3)OCCO4)CC2)NC(=O)NC1=O (centres undefined) | 1.9 | -4 | 5 | 0.2
O=c1sc2ccccc2n1Cc1nnc(SC2CCCC2)n1CCc1ccccc1 | -1.7 | 0 | 11 | 0.8
CCOc1cc(N2CCOCC2)c(OCC)cc1NS(=O)(=O)c1ccc(F)c(F)c1 | -1.7 | 35* | -8 | -0.1

Not a retest: an excerpt of the list.
SMILES | GPR151 ag | TEAD-YAP block | MITF primary | FBW7 activator
Cc1cc(Cl)ccc1NC(=O)CN(c1ccc(Cl)cc1)S(C)(=O)=O | 1.9 | -15 | 15 | -0.1
CCc1ccc(NC(=O)N2CCN(c3ccc(Nc4cc(C)ccn4)nn3)CC2)cc1 | 0.3 | -29 | 15 | -1.2
CCOC(=O)c1ccc(CN(Cc2ccc(C)cc2)S(=O)(=O)c2ccc3ccccc3c2)cc1 | 2.7 | 5 | 9 | 0.0
O=C(CCCn1c(SCC(=O)Nc2nccs2)nc2ccsc2c1=O)NCc1ccc2c(c1)OCO2 | -0.9 | 0 | -2 | -0.2
CCn1cc(C(=O)N(C)c2cc(Cl)ccc2C)c2cc(OC)c(OC)cc2c1=O | 0.1 | -2 | 22 | 0.2
COc1ccccc1S(=O)(=O)Cc1ccc(C(=O)NCc2ccc(Cl)cc2)o1 | 1.5 | 2 | 5 | -0.4
COc1cccc(/C=N/n2c(N)nc3ccccc32)c1OC | 0.7 | -43 | 2 | -0.2
O=C(NNC(=O)c1sc2ccccc2c1Cl)c1ccccc1F | -1.7 | -38 | -14 | 0.1
Cc1cc(=O)n2nc(N3CCC(C(=O)NC(C)c4ccccc4)CC3)sc2n1 (centres undefined) | 0.3 | -1 | 2 | -0.1
CCOc1ccc(NC(=O)CSc2nnc(-c3ccc(NC(C)=O)cc3)n2C)cc1 | 0.1 | 7 | -7 | -0.2
Cc1cccc(C2Nc3ccccc3C(=O)N2NC(=O)c2ccc([N+](=O)[O-])cc2)n1 (centres undefined) | 0.9 | -1 | -4 | -0.1
O=C(CN(C(=O)c1ccc([N+](=O)[O-])cc1)N1C(=O)CCC1=O)c1cccs1 | -0.7 | 6 | 17 | 0.1
CCOc1ccccc1NC(=O)c1sc2ncn(CC(=O)N3CCCCC3)c(=O)c2c1C | -1.3 | 2 | 6 | -0.1
CC1(C2CCN(Cc3ccc4c(c3)OCCO4)CC2)NC(=O)NC1=O (centres undefined) | 1.9 | -4 | 5 | 0.2
O=c1sc2ccccc2n1Cc1nnc(SC2CCCC2)n1CCc1ccccc1 | -1.7 | 0 | 11 | 0.8
CCOc1cc(N2CCOCC2)c(OCC)cc1NS(=O)(=O)c1ccc(F)c(F)c1 | -1.7 | 35* | -8 | -0.1

Next section
SMILES | GPR151 ag | TEAD-YAP block | MITF primary | FBW7 activator
O=C(NCc1cccc(CNC(=O)C2CCCC2)c1)C1CCCC1 | 1.3 | 9 | 9 | -0.2
O=C(CN1C(=O)COc2ccccc21)N(Cc1cccnc1)Cc1ccccc1F | 0.2 | 4 | 22 | 0.1
CCCN1C(=O)C(O)(CC(=O)c2c(C)coc2C)c2cc(Br)ccc21 (centres undefined) | -0.7 | 3 | -2 | -0.1
O=C(NCCc1ccccc1)C1CCC(Cn2c(=O)[nH]c3ccccc3c2=O)CC1 (centres undefined) | 1.0 | 4 | 3 | 0.2

Random draw from the library; 3.5% or so of the library scored in one or more.
